# Assay outcomes from PubChem.
# ZTA counter: blocks Epstein-Barr virus ZTA, an EBNA-1 counter-screen; inhibition, % at 11 µM; hit rate 0.15% among 320,000; ZTA-DNA binding, fluorescence polarization; AID 2234; in the data active = inhibition above about 33%
# RPL19A TOR yeast: modulators of TOR pathway RPL19A-GFP in S. cerevisiae; S. cerevisiae RPL19A-GFP strain, flow cytometry, 3 h; active compounds read low; percent response vs DMSO, % at 10 µM; hit rate 0.3% among 330,000;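 active = percent response vs DMSO below 50%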;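 note: median channel GFP fluorescence of the barcoded RPL19A-GFP strain; ratio of sample median GFP to plate DMSO average so 100% = DMSO; lower means less RPL19A-GFP as with rapamycin TOR inhibition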
# AHR activator: activates the human aryl hydrocarbon receptor; AHR-responsive luciferase reporter cells, luminescence; hit rate 2.5% among 320,000; AID 2796; P35869; activation, % at 5 µM; in the data active = activation above about 47%;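 note: 0% = vehicle wells and 100% = reference agonist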
# LAP4 TOR yeast: modulators of TOR pathway LAP4-GFP in S. cerevisiae | hit rate 0.34% among 320,000 | AID 2023 | S. cerevisiae LAP4-GFP multiplex, flow cytometry GFP, 3 h; median GFP as percent of DMSO wells | GFP response vs DMSO, % at 10 µM;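 active = GFP response vs DMSO above a set limit, about the screen mean plus 3 SD, cut at about 150% in these data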
# proCasp3 act: activators of human procaspase-3; recombinant procaspase-3 D3A, Ac-DEVD-pNA absorbance 405 nm; activation, % at 8.5 µM; hit rate 0.11% among 330,000;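 active = activation above the mean of all tested compounds plus 3 SD, cut at about 21% in these data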;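 note: 0% = DMSO alone and 100% = DMSO wells spiked with extra 5 µM PC-3 D3A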
#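 Assay system – Procaspase-3 D3A mutant, all three cleavage aspartates alanine · Controls – DMSO-only low control, 5 µM PC-3 D3A high control · Schedule – 1 h compound preincubation, 2 h substrate hydrolysis at 25 °C · Signal – 405 nm absorbance of p-nitroaniline, reads at 0 and 120 min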
# procasp7 counter: activates human procaspase-7, counter-screen for procaspase-3 activators. P55210. recombinant procaspase-7, Ac-DEVD-pNA absorbance 405 nm; D23A/D198A/D206A triple mutant, cannot self-cleave; scale: DMSO 0, 5 µM enzyme 100. activation, % at 8.5 µM. hit rate 0.093% among 330,000. AID 463210;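 active = percent activation above the screen-wide mean plus 3 SD, cut at about 25% in these data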
#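 Test system: Procaspase-7 triple mutant (PC-7 D3A). Also added: Ac-DEVD-pNA substrate, 400 µM as added. Schedule: 1 h enzyme–compound preincubation and 2 h substrate reaction, both 25 °C. Signal: p-Nitroaniline absorbance at 405 nm, read at 0 and 120 min. Control set: low DMSO alone, high DMSO plus 5 µM PC-7.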
# MEP2-GFP yeast: modulators of TOR pathway MEP2-GFP in S. cerevisiae | S. cerevisiae MEP2-GFP strain, flow cytometry GFP, 3 h; 100% = DMSO control level | GFP response vs DMSO, % at 10 µM | hit rate 0.51% among 330,000 | AID 2016;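 active = GFP response versus DMSO above a set limit, roughly screen mean plus 3 SD, cut at about 180% in these data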;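 note: median GFP fluorescence of the barcode-gated MEP2-GFP cells per well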
# EBNA-1 inh: blocks EBNA-1 binding to DNA | EBNA-1 DNA binding, fluorescence polarization | hit rate 0.34% among 300,000 | inhibition, % at 14.8 µM; in the data active = inhibition above about 28%
# An asterisk follows results filed as active; . = no result given. Compounds as they come (roughly 3.8% active in at least one column).
SMILES	ZTA counter	RPL19A TOR yeast	AHR activator	LAP4 TOR yeast	proCasp3 act	procasp7 counter	MEP2-GFP yeast	EBNA-1 inh
O=C(N/N=C/c1ccc(N2CCOCC2)s1)c1ccccc1Br	-2	113	9	105	-11	-10	114	5
COc1ccc(C(C)NC(=O)c2ccoc2C)cc1OC (stereo unspecified)	0	96	-2	103	3	7	101	12
COc1ccc(OC)c(CCNC(=O)C(=O)Nc2ccc3nc4n(c(=O)c3c2)CCCCC4)c1	4	93	8	104	-2	2	100	2
Cc1cccc(NC(=O)CNC(=O)c2ccco2)n1	-15	95	1	100	6	-3	97	-4
COc1cc(-c2nnc(-c3cc(OC)c(OC)c(OC)c3)o2)cc(OC)c1OC	4	101	2	114	7	8	106	0
Cc1nc2c(C)cccn2c(=O)c1NC(=O)c1cccs1	-19	102	2	107	7	4	101	-5
CCCNC(=O)C1(CC2CC(c3ccccc3)=NO2)CCN(C(=O)C2(C)CC2)CC1 (stereo unspecified)	9	98	1	90	-11	-1	102	-4
CCOC(=O)C1=C(c2ccccc2)NC(=O)NC1c1ccc(OC)cc1OC (stereo unspecified)	-9	103	6	94	6	8	97	1
CCOC(=O)C1(Cc2ccc(Cl)cc2)CCN(C(=O)c2ccoc2)CC1	-10	98	2	123	-7	-4	109	-6
CCCOc1cccc(C(=O)NC(=S)Nc2ccc(N3CCN(C)CC3)cc2)c1	2	93	2	104	5	8	98	-4
Cc1cc(C(=O)N2CCN(S(=O)(=O)c3ccccc3)CC2)c(C)o1	-8	93	1	105	-2	2	101	-7
CC(C)[C@H](NC(N)=O)C(=O)Nc1ccc(F)c(Cl)c1	7	111	3	105	-5	-2	107	9
O=[N+]([O-])c1cn(-c2nc(-c3ccco3)cc(C(F)(F)F)n2)cn1	-2	99	0	109	0	-2	109	11
COc1cc2c(cc1OC)-c1n[nH]c(=S)n1C(C)(C)C2	1	100	-1	100	-3	-11	93	-4
Cc1ccc(S(=O)(=O)/N=C2/NC(=O)/C(=C/c3cc([N+](=O)[O-])ccc3O)S2)cc1	34*	100	1	89	0	-6	99	-7
Cn1c(=NC(=O)C2CCN(S(=O)(=O)c3cccs3)CC2)sc2ccccc21	13	98	7	106	4	8	106	13
CCN(c1ccccc1)S(=O)(=O)c1cc(NC(=O)Nc2ccccc2C#N)ccc1Cl	-14	99	11	95	6	2	98	-5
O=C(NC1CCS(=O)(=O)C1)c1cc(-c2ccccc2)nc2ccccc12 (stereo unspecified)	13	96	1	106	-1	2	89	-3
Cn1cnnc1SCC(=O)Nc1ccccc1C(=O)NC1CCCC1	-21	97	1	93	5	-5	99	6
CCOC(=O)c1c(N/N=C/c2ccncc2)n[nH]c1C	17	109	97*	94	1	1	106	10
O=C(CN1C(=O)COc2ccc(S(=O)(=O)N3CCCC3)cc21)Nc1cccc(F)c1	-6	109	1	112	13	5	108	-4
Cc1csc(NC(=O)CSc2nnc(-c3cccs3)n2C)n1	0	100	-1	99	5	2	106	-8
Cc1oc(/N=C/c2ccc3c(c2)OCO3)c(C#N)c1C	4	.	-2	93	-1	-5	95	-7
O=C(NCc1ccco1)c1cc(-c2cccs2)nc2ccccc12	-11	101	22	90	-4	-3	87	-5
O=C(c1ccco1)N1CCN(Cc2nnc(-c3ccccc3)o2)CC1	0	110	0	76	9	3	107	6
O=C(NCCc1ccc(Cl)cc1)Nc1ccc(F)cc1	8	96	3	105	2	1	101	17
COc1ccc(OC)c(/C=C/C(=O)Oc2ccc(C(C)=O)cc2)c1	5	103	2	103	-8	-6	101	7
Cc1cc(C)c(NC(=O)CN2CCN(C)CC2)c(C)c1	2	104	3	110	-2	14	105	1
O=C(Nc1nccs1)c1cncc(Br)c1	2	106	56*	116	1	0	105	-5
CC(=O)c1sc(NC(=O)CCOc2ccccc2)nc1C	1	107	11	94	10	5	102	0

SMILES	ZTA counter	RPL19A TOR yeast	AHR activator	LAP4 TOR yeast	proCasp3 act	procasp7 counter	MEP2-GFP yeast	EBNA-1 inh
Oc1ccc(Cn2ccnc2)c2cccnc12	-5	106	8	110	-5	-9	138	14
O=C(Nc1ncc(Cl)cc1Cl)c1c(F)cccc1Cl	-3	114	0	108	-2	2	102	2
CCOC(=O)C1=C(COC(=O)C(CC)c2ccccc2)NC(=O)NC1C (stereo unspecified)	-19	98	-2	94	3	-8	113	.
O=C(CCNS(=O)(=O)c1ccc(Br)s1)NCc1ccccc1Cl	2	100	1	102	-2	-1	103	-2
O=C(NC(=S)Nc1ccccc1O)c1ccccc1Cl	-10	92	89*	110	5	-11	98	-2
COc1cc2oc3cc(C#Cc4ccc(N)cc4)ccc3c(=O)c2cc1OC	13	103	-1	125	-44	-23	94	3
CC(C)CNC(=O)c1ccc(Cl)c(Cl)c1	-3	100	4	101	7	11	102	-14
O=C(COC(=O)c1ccc([N+](=O)[O-])o1)Nc1ccc2c(c1)OCO2	.	88	5	148	0	-3	96	.
CN1CCN(c2ccc(C(F)(F)F)cc2NC(=O)Nc2ccccc2)CC1	-12	93	2	88	-5	0	88	-9
C#CC[N+]1(CC#Cc2cccc(C)c2)CCCCC1	-3	93	1	102	-11	2	99	1
COc1ccc(-c2csc3ncn(-c4ccc(C)cc4)c(=O)c23)cc1OC	3	93	2	102	-1	9	102	3
Cn1nnnc1SCc1ccc(Cl)cc1	8	100	2	93	-7	-2	105	-2
CC1CN(c2nc3ccccn3c(=O)c2/C=C(\C#N)C(N)=O)CC(C)O1 (stereo unspecified)	-2	100	0	100	-27	-19	106	-1
COc1ccccc1NC(=O)NCC(=O)Nc1c(C)cccc1C	-18	101	4	92	-7	0	97	-6
COc1cc(C(=O)NC2=C(C#N)CCC2)cc(OC)c1OC	-5	104	6	113	2	-3	104	4
CCOc1ccc(Cc2nc(C)c(CC(=O)N3CCCCC3)c(=O)[nH]2)cc1	4	98	-1	100	1	7	101	2
COc1ccc(Br)cc1CN(C)C(=O)c1ccncc1	4	103	6	99	5	4	100	1
Cc1ccc(C2C3=C(CCCC3=O)Nc3[nH]c(=S)[nH]c(=O)c32)cc1 (stereo unspecified)	4	103	0	98	-7	-8	104	14
COc1ccc(CC(=O)N2CCCc3ccccc32)cc1	-18	99	3	103	2	-7	105	12
Cc1ccn2cc(-c3cccc(NC(=O)C(C)C)c3)nc2c1	-25	107	6	92	16	0	113	-5
CCN(CC)S(=O)(=O)c1ccc(N/N=C/c2cccnc2)nc1	-1	104	16	104	-4	7	111	-16
C/C(=N\NC(=S)NCc1ccccc1)c1ccc(C(C)(C)C)cc1	-4	98	28	86	6	5	99	13
CC1CCN(C(=O)COC(=O)/C=C/c2ccc([N+](=O)[O-])cc2)CC1	.	96	1	99	3	1	97	.
CC(C)(C)c1ccc(C(=O)c2c[nH]c(C(=O)NCc3cccnc3)c2)cc1	4	101	5	99	1	-14	103	-7
COc1ccc(N(C)S(=O)(=O)c2cccc(C(=O)NC3CCCC(C)C3C)c2)cc1 (stereo unspecified)	10	95	2	106	1	-3	98	3
S=C(Nc1ccccc1)N1CCCN1c1ccccc1	-7	101	1	.	-5	4	102	-8
CCCCOc1ccc(C(=O)Nc2ccc3c(c2)C(=O)NC3=O)cc1	8	100	1	100	5	14	104	-3
Cc1cccc(NC(=O)c2ccccc2NC(=O)c2ccccc2)n1	1	100	11	95	-2	-4	100	13
CCCn1c(/N=C/c2c[nH]c3ccccc23)nc2ccccc21	-1	95	3	116	1	6	103	6
CCOC(=O)C1(Cc2ccccc2C(F)(F)F)CCN(CC(O)CO)CC1 (stereo unspecified)	-24	92	2	100	3	-7	97	-15

SMILES	ZTA counter	RPL19A TOR yeast	AHR activator	LAP4 TOR yeast	proCasp3 act	procasp7 counter	MEP2-GFP yeast	EBNA-1 inh
COCCN(C(=O)c1csnn1)C(C(=O)NC1CCCCC1)c1ccccc1 (stereo unspecified)	0	101	0	102	0	-13	107	-12
COc1ccc(OC)c(-c2csc(NC(=O)COC(=O)C3CC3)n2)c1	11	96	-1	104	1	5	100	.
COc1ccccc1Cn1c(C(C)C)nc2ccccc21	2	78	-2	97	-4	2	89	5
COc1ccc(OCCOC(=O)c2cccc(-n3cnnn3)c2)cc1	8	96	5	98	1	-11	99	8
COc1ccc(OC)c(S(=O)(=O)NCCc2ccccc2)c1	-7	91	3	96	-6	-12	98	-5
O=C(NC(=S)Nc1cccc2cnccc12)c1ccccc1	11	99	36	91	-12	-26	101	-7
CCO[C@@H]1OC(C(N)=O)=C[C@H](c2ccccc2)[C@H]1CCCO	15	96	0	131	4	-4	94	4
Cc1cc(Cl)cc2c(N=Nc3ccccc3C(=O)O)c(O)[nH]c12	14	103	8	99	-11	6	110	7
CCc1nnc2sc(-c3ccc(NC(=O)c4ccco4)cc3)nn12	12	93	-2	94	-5	-1	101	2
CCN1CCN(S(=O)(=O)c2ccc(Cl)c(C(=O)NC3CCC(C)CC3)c2)CC1 (stereo unspecified)	-14	90	0	90	-2	1	94	.
CC(=O)N1CCN(S(=O)(=O)c2ccc(S(=O)(=O)NC3CC3)cc2)CC1	0	103	-1	106	-3	-6	108	-10
COC(=O)c1ccc(CSc2nnc(Nc3ccc(OC)cc3)s2)o1	2	102	3	117	5	11	107	5
Cn1c(N)c(S(=O)(=O)N2CCCC2)c(=O)n(C)c1=O	-13	103	2	96	2	11	103	5
Cc1nnc(SCC(=O)Nc2cccc(C(F)(F)F)c2)[nH]c1=O	-20	98	-3	102	6	13	100	4
Cc1ccc(C)c(C(=O)N2CCN(c3ncccn3)CC2)c1	-3	108	3	101	4	-1	103	1
O=C(Nc1cccc(S(=O)(=O)N2CCCCC2)c1)c1ccc([N+](=O)[O-])o1	-3	98	-1	107	-2	5	99	6
CCOC(=O)C1=C(COC(=O)COc2ccc(OCC)cc2)NC(=O)NC1C (stereo unspecified)	-7	100	-2	113	7	4	106	-5
CCOC(=O)c1oc2cc(O)cc(O)c2c(=O)c1OCc1ccccc1	7	96	0	101	-2	-16	100	-6
CCn1cc(C(=O)NCCOC)c(=O)c2ccc(C)nc21	15	100	16	99	1	7	93	2
CCOC(=O)c1ccc(S(=O)(=O)N2CCN(C(C)=O)CC2)cc1	20	101	-2	104	11	-2	97	-4
COc1cccc(NC(=O)CSc2nnc(Cc3cccs3)n2-c2ccc(C)cc2)c1	-8	.	-1	98	1	2	100	6
CC(=O)c1ccc(NC(=S)Nc2cccc(S(=O)(=O)Nc3c(C)n(C)n(-c4ccccc4)c3=O)c2)cc1	16	90	2	89	-5	-14	88	-10
CC1CCN(c2ccc3c(c2)S(=O)(=O)c2cccc(C(=O)NCc4cccc(F)c4)c2C3=O)CC1	6	108	4	118	3	-13	101	.

# Random excerpt: three compounds from above, in no set order.
SMILES	ZTA counter	RPL19A TOR yeast	AHR activator	LAP4 TOR yeast	proCasp3 act	procasp7 counter	MEP2-GFP yeast	EBNA-1 inh
CC(=O)N1CCN(S(=O)(=O)c2ccc(S(=O)(=O)NC3CC3)cc2)CC1	0	103	-1	106	-3	-6	108	-10
O=C(Nc1cccc(S(=O)(=O)N2CCCCC2)c1)c1ccc([N+](=O)[O-])o1	-3	98	-1	107	-2	5	99	6
CCO[C@@H]1OC(C(N)=O)=C[C@H](c2ccccc2)[C@H]1CCCO	15	96	0	131	4	-4	94	4
